# CHT allo act: allosterically activates the human high affinity choline transporter | hit rate 0.49% among 310,000 | B-score at 10 µM | CHT-expressing cells, membrane potential dye, choline EC20; active compounds read high; LV-AA mutant CHT in HEK293 cells | AID 488977;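 active means initial fluorescence not abnormally high and integrated response B-score, plate-corrected, over 3 SD above library mean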
# Target sequence (Q9GZV3 whole entry, looked up): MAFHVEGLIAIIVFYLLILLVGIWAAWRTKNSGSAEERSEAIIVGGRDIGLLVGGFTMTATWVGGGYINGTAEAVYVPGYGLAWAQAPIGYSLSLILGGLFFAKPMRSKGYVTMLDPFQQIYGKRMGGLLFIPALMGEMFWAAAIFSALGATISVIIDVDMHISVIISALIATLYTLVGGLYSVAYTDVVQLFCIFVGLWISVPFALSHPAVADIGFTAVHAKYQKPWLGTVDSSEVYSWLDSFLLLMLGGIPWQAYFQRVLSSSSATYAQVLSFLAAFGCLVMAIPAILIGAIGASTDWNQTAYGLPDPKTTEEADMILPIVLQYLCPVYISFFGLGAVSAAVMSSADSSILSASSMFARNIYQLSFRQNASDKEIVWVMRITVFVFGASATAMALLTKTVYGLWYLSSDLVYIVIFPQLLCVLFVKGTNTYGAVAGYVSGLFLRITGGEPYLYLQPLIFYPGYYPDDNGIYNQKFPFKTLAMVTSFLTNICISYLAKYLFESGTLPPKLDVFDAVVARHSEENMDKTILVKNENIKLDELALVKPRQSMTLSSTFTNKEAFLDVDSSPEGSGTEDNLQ
# OX1R antagonist: blocks the human orexin 1 receptor; inhibition, % at 5 µM; AID 434989; CHO/OX1R cells, Fluo-8 calcium fluorescence, orexin A; O43613; hit rate 0.43% among 330,000;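 active means inhibition above its plate's threshold, mean inhibition of all tested compounds on the plate plus 3 SD, cut at about 37% in these data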;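 further: 0% = orexin A challenge wells and 100% = SB-334867-A antagonist wells; not every result past the cut was called active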
# Target sequence (O43613 whole entry, looked up): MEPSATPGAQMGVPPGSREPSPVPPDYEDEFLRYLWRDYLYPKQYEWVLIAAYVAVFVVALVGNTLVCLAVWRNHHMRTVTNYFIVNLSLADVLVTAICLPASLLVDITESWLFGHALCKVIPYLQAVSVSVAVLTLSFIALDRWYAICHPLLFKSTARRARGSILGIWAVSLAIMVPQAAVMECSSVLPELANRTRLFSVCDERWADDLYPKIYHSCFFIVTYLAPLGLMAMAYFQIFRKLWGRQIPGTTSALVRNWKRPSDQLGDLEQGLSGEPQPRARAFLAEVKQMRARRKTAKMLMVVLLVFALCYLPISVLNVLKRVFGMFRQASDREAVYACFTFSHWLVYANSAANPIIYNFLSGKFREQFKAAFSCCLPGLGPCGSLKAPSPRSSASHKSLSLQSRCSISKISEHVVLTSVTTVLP
# * hit, by the source's call; i = inactive; . = not tested or not shown.
SMILES,CHT allo act,OX1R antagonist
CCC(C)(C)n1nnnc1C(c1ccc(F)cc1)N1CCN(C(=O)c2ccco2)CC1 (configuration not stated),i,-27
O=C(CSc1ncn[nH]1)N1c2ccccc2Sc2ccccc21,i,-10
CC(C)c1ccc(C(=O)N2CCN(c3cnn(C)c(=O)c3Cl)CC2)cc1,i,-27
COc1ccc(CC(=O)Nc2ccc(NC(=O)c3ccc(Br)cc3)cc2)cc1OC,i,-16
COCCN1CC(C(=O)NCc2ncccc2C)CCC1=O (configuration not stated),i,5
COc1ccc(-c2cc(C(=O)OCC(=O)c3ccc(C)c([N+](=O)[O-])c3)c3ccccc3n2)cc1,i,-25
CCn1c(CCCOc2ccc(Cl)cc2Cl)nnc1SCC(=O)Nc1cc(F)ccc1C,i,23
Cc1cc(C)c(NC(=O)c2ccc[n+](Cc3ccc([N+](=O)[O-])cc3)c2)c(C)c1,i,-20
Cc1cc(C)n2nc(CNS(=O)(=O)c3ccc(F)cc3)nc2n1,i,-16
Cc1ccc2nc3c(cc2c1)c(NC(=O)c1ccccn1)nn3CC(C)C,i,-35
CC(C)(C)c1ccc(-c2nc3[nH]c(=O)cc(NC(=O)c4ccco4)n3n2)cc1,i,-6
COCCN(C(=O)c1cc(OC)c(OC)c(OC)c1)c1c(N)n(Cc2ccccc2)c(=O)[nH]c1=O,i,-15
COCCn1c(=O)[nH]c2cc(C(=O)Nc3cc(OC)c(OC)c(OC)c3)ccc2c1=O,i,0
CCn1ncc(C2=NOC(C(=O)Nc3c(C)n(C)n(-c4ccccc4)c3=O)C2)c1C (configuration not stated),i,-18
CC(C)(C)NC(=O)COC(=O)c1cncc(Br)c1,i,0
O=c1[nH]c(C2CCN(S(=O)(=O)c3ccc4c(c3)OCCO4)CC2)nc2c1nnn2Cc1cccc(F)c1,i,-11
NS(=O)(=O)c1ccc(CNC(=O)/C=C/c2cccc(Cl)c2)cc1,i,2
Cc1ccc(NC(=O)N2CCc3ccccc3C2)c(C)c1,i,-17
C=CCC[C@@H](Cc1ccc(F)cc1)C(=O)OC[C@@H](NC(=O)[C@H](CC=C)CC(=O)NCCO)C(C)(C)C,.,-28
COC(=O)C1(C)NC(c2ccc(C)cc2)C2C(=O)N(c3ccc(F)cc3)C(=O)C21 (configuration not stated),i,-5
Cc1nnc2n1N=C(c1ccccc1)CS2,i,-12
CCOc1ccccc1C(=O)N/N=C/c1ccoc1,i,.
COc1ccc(OC)c(NC(=O)C2=C(C)NC(=O)NC2c2cccs2)c1 (configuration not stated),i,-6
Cc1cc(C)c2c(=O)n(CC(=O)Nc3cccc(F)c3)sc2n1,i,6
COc1ccc(Oc2coc3cc(OC(=O)/C=C/c4ccc(F)cc4)ccc3c2=O)cc1,i,-3

# (more compounds)
SMILES,CHT allo act,OX1R antagonist
O=[N+]([O-])c1cc(-c2n[nH]c(-c3ccccc3)n2)cc([N+](=O)[O-])c1,i,-2
O=C(Nc1ccc(/C=C/c2nc3ccccc3o2)cc1)c1ccc(F)cc1,i,-25
CC(C)N1CC(COc2ccccc2Cl)OC1=O (configuration not stated),i,-7
O=C(CN1CCN(Cc2ccc(F)cc2)CC1)Nc1nc2ccccc2s1,i,-11
COCCn1cnc2c1c(=O)n(Cc1cc(C(C)=O)ccc1OC)c(=O)n2Cc1ccccc1,i,-21
CCOC(=O)C1CCN(S(=O)(=O)c2ccccc2)CC1,i,-16
CC1(c2ccccc2Cl)NC(=O)N(CC(=O)N2CCN(S(=O)(=O)c3ccccc3)CC2)C1=O (configuration not stated),i,-20
O=C(O)CC(NC(=O)Cc1ccccc1)c1ccccc1 (configuration not stated),i,-7
C=CCn1c(Cc2ccccc2)n[nH]c1=S,i,-5
O=C(COC(=O)C12CC3CC(CC(O)(C3)C1)C2)NCCc1ccc(Cl)cc1,i,-14
CC(=O)N1CCOc2ccc(S(=O)(=O)NCc3ccccc3Cl)cc21,i,-21
COc1ccccc1CNC(=O)COC(=O)/C=C/c1ccc2c(c1)OCO2,.,-14
Cc1cc(C(=O)Cn2nc(C(=O)O)c3ccccc3c2=O)c(C)n1-c1ccccc1,i,-6
COc1cc(C(c2c(C)[nH][nH]c2=O)c2c(C)[nH][nH]c2=O)ccc1OC(C)C,i,-1
O=C(CN1C(=O)NC2(CCCCC2)C1=O)Nc1ccc2c(c1)OCCCO2,.,-12
CC1Cc2ccccc2N1C(=O)c1ccc(N2CCCCC2)c([N+](=O)[O-])c1 (configuration not stated),i,-13
Cc1cc(Cl)ccc1Oc1cccc(C(=O)/C(C#N)=C/N(C)C)c1,i,-11
COCCN1C(=O)/C(=C2/C(=O)N(CC(=O)Nc3ccccc3Cl)c3ccccc32)SC1=S,i,-19
COc1ccc(CC(=O)N(C)Cc2ccc(C(C)(C)C)cc2)cc1S(=O)(=O)N1CCOCC1,i,-8
O=C(CSc1nnc(-c2ccccc2F)o1)Nc1ccc(N2CCOCC2)cc1,.,0
COc1ccccc1OC1OC2COC(c3ccco3)OC2C(O)C1NC(C)=O (configuration not stated),i,-17
CCc1ccc2nc(SCC(=O)N3CCCCC3)c(C#N)cc2c1,i,-31
COc1ccc(S(=O)(=O)Nc2nncs2)cc1,i,8
Cc1cc(C)n(CC(=O)NC2CCCN(Cc3ccc(Cl)cc3)C2)n1 (configuration not stated),i,-6
COCCNC(=O)c1c(CSc2ccc(Cl)cc2)noc1C(=O)NCc1ccccc1,i,-16

# 3 compounds from above, sorted by the number in OX1R antagonist, descending.
Structure	OX1R antagonist
Cc1cc(C)n(CC(=O)NC2CCCN(Cc3ccc(Cl)cc3)C2)n1 (configuration not stated)	-6
CC1Cc2ccccc2N1C(=O)c1ccc(N2CCCCC2)c([N+](=O)[O-])c1 (configuration not stated)	-13
COc1ccccc1OC1OC2COC(c3ccco3)OC2C(O)C1NC(C)=O (configuration not stated)	-17

# Compounds from the list above that have an aryl thioether with sulfur outside any ring:
SMILES,CHT allo act,OX1R antagonist
O=C(CSc1ncn[nH]1)N1c2ccccc2Sc2ccccc21,i,-10
CCn1c(CCCOc2ccc(Cl)cc2Cl)nnc1SCC(=O)Nc1cc(F)ccc1C,i,23
O=C(CSc1nnc(-c2ccccc2F)o1)Nc1ccc(N2CCOCC2)cc1,.,0
CCc1ccc2nc(SCC(=O)N3CCCCC3)c(C#N)cc2c1,i,-31
COCCNC(=O)c1c(CSc2ccc(Cl)cc2)noc1C(=O)NCc1ccccc1,i,-16

# Next results.
SMILES,CHT allo act,OX1R antagonist
Cc1ccc(Cc2cnc(NC(=O)c3ccco3)s2)cc1,i,-2
Cc1ccc(NS(=O)(=O)c2cc(C(=O)N3CCOCC3)ccc2C)cc1C,i,-12
O=C(CN1CCC(NC(=O)c2ccco2)CC1)Nc1ccccc1[N+](=O)[O-],i,-24
CCC(C(=O)NCc1ccco1)N(C(=O)CNS(=O)(=O)c1ccccc1)C1CCCCC1 (configuration not stated),i,-37
O=C(NC(Cc1c[nH]c2ccccc12)C(=O)N/N=C/c1cccc2ccccc12)c1cccs1 (configuration not stated),i,10
COCCN(C(=O)COC(=O)CC1CCCCC1)c1c(N)n(Cc2ccccc2)c(=O)[nH]c1=O,i,-24
CCN(CC(=O)Nc1c(F)cccc1F)C(=O)c1cc([N+](=O)[O-])ccc1N1CCOCC1,i,-9
CNC(=O)c1ccc(NC(=O)CC23CC4CC(CC(C4)C2)C3)cc1,i,-14
O=C(NNC(=O)C1CCCO1)c1ccccc1Cl (configuration not stated),i,1
CC(=O)N(c1ccc(Br)cc1)C1C=CS(=O)(=O)C1 (configuration not stated),i,-7
c1ccc(-n2nnnc2-n2ccnc2)cc1,i,-2
CCOC(=O)c1ccc(Nc2c(OCC)c(=O)c2=O)cc1,i,-3
Cc1ccc(-c2nc3ccccn3c2Nc2ccccc2)o1,i,-38
CCN(CC)S(=O)(=O)c1ccc(N2CCCC2)c(NC(=O)c2ccc(OC)cc2OC)c1,i,-31
CCOC(=O)N1CCN(C(=O)CCc2nc3sc4c(c3c(=O)[nH]2)CCCC4)CC1,i,-18
COc1ccc(CCNC(=O)C(=O)NCCC2CCCCN2S(=O)(=O)c2ccccc2)cc1 (configuration not stated),i,-13
CCN1CCN(c2nc3sc4c(c3c3ncnn23)CC(C)CC4)CC1 (configuration not stated),i,-31
Nc1ccc(N2CCN(C(=O)c3cccs3)CC2)cc1,i,-25
Cc1cc2nc(-c3ccc(SCC(=O)Nc4ccc(S(=O)(=O)NC5CC5)cc4)nc3)[nH]c2cc1C,i,3
CCN(CC)C(=O)C1CCC(CNS(=O)(=O)c2cccc3nsnc23)CC1 (configuration not stated),i,-11
Cc1ccc(C)c(NC(=S)NCCN(C2CCCCC2)C2CCCC2)c1,i,-34
COc1ccc(CCNS(=O)(=O)c2ccc(-n3cnnn3)c(OC)c2)cc1OC,i,-21
COc1ccccc1OCC(=O)NCCSCc1cccc(Cl)c1,i,-12
Cc1ccc(-n2nc(C)c(C(=O)Nc3cccc(C(=O)NC4CC4)c3)n2)c(C)c1,.,-12
COC(=O)C1=C(C)N(C)C(=S)NC1c1ccc(Cl)cc1 (configuration not stated),i,-21

# Record cards, from the list above.
# `O=C(CN1CCC(NC(=O)c2ccco2)CC1)Nc1ccccc1[N+](=O)[O-]` reads CHT allo act = i; OX1R antagonist = -24
# `CC(C)N1CC(COc2ccccc2Cl)OC1=O` (configuration not stated) reads CHT allo act = i; OX1R antagonist = -7

# New compounds follow
SMILES,CHT allo act,OX1R antagonist
Cc1cccc(N(CC(=O)NC2CC2)S(=O)(=O)c2ccc(Cl)cc2)c1,i,-24
c1ccc(CNc2nc(-c3ccccc3)nc3ccccc23)cc1,i,-29
Cn1cc(CNC(=O)C2CCC(=O)N(Cc3ccccc3F)C2)cn1 (configuration not stated),i,-10
COC(=O)c1ccc(S(=O)(=O)N(CCO)Cc2ccccc2)n1C,i,-12
CC(=O)c1cnc2scnn2c1=O,i,-17
Cc1ccc2cc(C#N)c(N3CCCN(C(=O)c4cnccn4)CC3)nc2c1,i,-13
Fc1cccc(/C=N/Nc2ncnc3nc[nH]c23)c1,i,-12
Clc1ccccc1-c1nn2c(COc3ccccc3)nnc2s1,i,-4
COc1ccc2[nH]cc(CCNC(=O)CC[C@H]3O[C@@H](n4cc(C)c(=O)[nH]c4=O)C[C@@H]3O)c2c1,.,-4
N#C/C(=C\c1ccncc1)c1nc2c(s1)CCCC2,i,-11
COC(=O)c1ccc(COc2ccc(/C=N/NC(=O)C(=O)Nc3ccc(OC)cc3)cc2OC)o1,i,-21
COC(=O)c1ccsc1NC(=O)C1=COCCO1,i,-34
O=C(O)c1ccc(NC(=O)C2CC=CCC2C(=O)O)cc1 (configuration not stated),i,-8
COc1cc(C(C)=O)ccc1OCC(O)CN1CCN(S(=O)(=O)c2ccccc2)CC1 (configuration not stated),i,-17
Cc1cccc(N2CCN(C(=O)C3CCN(S(=O)(=O)c4c(C)noc4C)CC3)CC2)c1C,i,-17
COc1ccc2sc(-c3ccc(S(C)(=O)=O)cc3)c(C#Cc3cncn3C)c2c1,.,5
Cc1ccc(C)c(CSc2ccc3nnc(-c4ccccn4)n3n2)c1,i,-34
COc1cccc(C(=O)NC(=S)Nc2ccc(Cl)c(C(=O)O)c2)c1,i,-15
Cc1ccc(CNC(=O)CCNS(=O)(=O)c2ccc(Br)s2)cc1,i,-24
CC1=Nn2c(nc3sc4c(c3c2=O)CCCC4)SC1,i,-33
Cc1nc2ccccc2c(=O)n1-c1cccc(NS(=O)(=O)c2ccccc2)c1,i,-25
Cc1cc(SCC(=O)c2cccs2)n2nc(C)c(-c3ccc(Cl)cc3)c2n1,i,-22
O=C(NCc1ccccn1)C1CCN(S(=O)(=O)c2ccccc2F)CC1,.,-12
CN1CCCC(OC(=O)c2cc(Cl)cc(Cl)c2)C1 (configuration not stated),i,-22
O=C(NCC(=O)N1CCCC1)c1ccc(Br)cc1,i,-4

# (further entries)
SMILES,CHT allo act,OX1R antagonist
Cc1ncc([N+](=O)[O-])n1CCOC(=O)c1ccc(Cl)cc1Cl,i,-15
O=C(NC(Cc1cccc(F)c1)C(=O)O)C1CCCCC1 (configuration not stated),.,-13
CC(=O)OCC(=O)[C@@]12OC(C)(C)O[C@@H]1CC1C3C[C@H](F)C4=CC(=O)C=CC4(C)[C@@]3(F)C(O)CC12C (some centres not stated),i,-10
COc1ccc2c(c1OC)C(=O)N(c1ccc3c(c1)CCC3)C2=O,i,-10
COc1ccc(OCC(=O)Nc2ccc3nc(C)sc3c2)cc1,i,-16
Cn1c(NCCN2CCOCC2)nc2c1c(=O)n(Cc1cccc(Cl)c1)c(=O)n2C,i,-25
CCn1c(CSc2nnc(-c3ccncc3)n2C)nc2cc(C(=O)O)ccc21,i,6
Cc1cccc(C)c1N1CCN(C(=O)c2ccc3c(c2)OCO3)CC1,i,-19
CCOc1cc(C(=O)NCc2ccc3c(c2)OCO3)cc(OCC)c1OCC,i,-26
CCCCc1cc(=O)oc2cc(OCC(=O)Nc3ccccn3)ccc12,i,-15
O=C(c1ccc(Cl)cc1)c1cnc(Nc2ccccc2)s1,i,-15
CCCc1cc(C(=O)N(C)CC(=O)Nc2ccc(OCC)c(OCC)c2)sc1C,i,-18
O=C(c1ccc2nc(N3CCCCC3)sc2c1)N1CCN(Cc2ccc3c(c2)OCO3)CC1,i,-24
OCCC1CN(Cc2ccn[nH]2)CCN1Cc1ccc(F)c(F)c1 (configuration not stated),i,-13
Cc1ccc(CN2C(=O)c3ccccc3NC2c2ccccn2)cc1 (configuration not stated),i,-17

# Reprinted at random: 2 compounds from above
SMILES,CHT allo act,OX1R antagonist
O=C(NC(Cc1cccc(F)c1)C(=O)O)C1CCCCC1 (configuration not stated),.,-13
CCn1c(CSc2nnc(-c3ccncc3)n2C)nc2cc(C(=O)O)ccc21,i,6

# From PubChem BioAssay
